# RORg inh: inhibitors of mouse ROR gamma transcriptional activity | Potency, µM (series often up to 53.6 µM), for inactives: at the highest dose activity change, negative = inhibition, most hits filed as inhibitors | P51450 | 5.4% of 310,000 active | Drosophila S2 Gal4-RORgamma UAS-luciferase reporter, 20 h; note: potency is the fitted concentration of half-maximal effect; % is set by controls: 0 for no effect and ±100 for the full control effect; nearly all actives have a fitted effect of over 60% in size
#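 Stably transfected Drosophila Schneider cells are the test system, with ROR gamma fused to Gal4 and luciferase under UAS control; luminescence is read after 20 hr of 700 uM copper sulfate induction at ambient temperature.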
# NPC1 promoter act: NPC1 promoter activation; Huh7 NPC1 promoter luciferase reporter, 24 h; Potency, µM (highest dose often 9.22 µM), for inactives: at the top dose activation, hits mostly activators; 2.4% of 320,000 active;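 note: potency is the fitted concentration of half-maximal effect; % of control where 0% means no effect; nearly all actives have a fitted effect of over 60% in size; reporter is driven by a mutant NPC1 promoter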
#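 Luminescence read-out of NPC1 promoter-driven luciferase in stably transfected Huh7 cells; compounds delivered in DMSO and left 24 h at 37C, 5% CO2, qHTS titration format.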
# PKM2 activator: increases activity of human pyruvate kinase M2; P14618; purified PKM2, Kinase-Glo ATP luminescence, activation; response scale: 0% is enzyme alone, no compound; Potency, µM (titrated, usually from 57.5 µM), without a hit: at the top dose activation, most hits filed as activators; 0.34% of 260,000 active; AID 1631; note: potency is the fitted concentration of half-maximal effect; % is set by controls: 0 for no effect and ±100 for the full control effect; nearly all actives have a fitted effect of over 55% in size
# Target sequence (P14618 whole entry, looked up): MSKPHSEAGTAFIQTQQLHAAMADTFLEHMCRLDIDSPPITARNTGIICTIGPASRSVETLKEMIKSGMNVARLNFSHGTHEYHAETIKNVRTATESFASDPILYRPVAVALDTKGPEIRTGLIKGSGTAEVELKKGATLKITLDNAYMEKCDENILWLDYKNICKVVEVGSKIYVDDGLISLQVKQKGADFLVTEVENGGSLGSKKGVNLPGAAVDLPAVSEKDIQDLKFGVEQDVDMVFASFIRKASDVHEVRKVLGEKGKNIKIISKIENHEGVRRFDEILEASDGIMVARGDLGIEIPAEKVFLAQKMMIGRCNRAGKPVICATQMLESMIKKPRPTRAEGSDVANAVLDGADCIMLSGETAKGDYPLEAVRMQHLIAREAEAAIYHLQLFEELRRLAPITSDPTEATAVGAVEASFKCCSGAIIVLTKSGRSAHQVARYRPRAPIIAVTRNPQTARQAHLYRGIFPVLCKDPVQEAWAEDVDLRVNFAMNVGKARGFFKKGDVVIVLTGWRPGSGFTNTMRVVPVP
#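 Kinase-Glo luminescence reports ATP generated from ADP (0.1 mM) and PEP (0.5 mM) by purified hPK-M2 after 1 h at room temperature, pH 7.2 imidazole buffer; intermediate enzyme activity allows detecting inhibitors and activators.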
# Gal4-VP16 FLuc: inhibits Gal4-VP16 luciferase reporter, ROR gamma counter-screen | Drosophila S2 Gal4-VP16 UAS-luciferase, luminescence, 20 h | Potency, µM (series often up to 53.6 µM), inactives show top-dose activity, negative = inhibition, hits mostly inhibitors | 3.5% of 310,000 active | AID 2546;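 note: Gal4-VP16 expression switched on by copper sulfate through the metallothionein promoter; potency is the fitted concentration of half-maximal effect; % is set by controls: 0 for no effect and ±100 for the full control effect; nearly all actives have a fitted effect of over 50% in size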
# FLuc modulator: inhibits or activates purified firefly luciferase, miR-21 counter-screen | P08659 | purified FLuc, Km substrates, luminescence inhibition | Potency, µM (highest dose often 57.5 µM), inactives show top-dose activity change, negative = inhibition, most hits filed as inhibitors | 6.9% of 360,000 active | AID 588342;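 note: potency is the fitted concentration of half-maximal effect; plate controls were vehicle for no effect and reference inhibitor for full effect; nearly all actives have a fitted effect of over 55% in size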
#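 Purified P. pyralis luciferase (10nM final) with 10uM D-luciferin and 10uM ATP (Km levels) in 50mM Tris acetate pH 7.5, 10mM Mg acetate, 0.01% Tween-20, 0.05% BSA; qHTS 6-point titration, ~60 µM downward; luminescence read.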
# Menin MLL FP TR: displaces Texas Red mutant MLL peptide from human menin; O00255; Menin + Texas Red MLL mutant peptide, fluorescence polarization; Potency, µM (highest dose often 61.6 µM), for the others: at the top dose FP activity change, negative = inhibition, usual class: inhibitors; 0.23% of 270,000 active; active = well fitted inhibition curve with a large enough effect in the polarisation, with a control signal flat, not every such curve was filed as active; inconclusive = small, poorly fitted or top-dose-only effect, or effect the other way, or a change in a side signal; inactive = no such curve, though single readings can be large or run the other way; the % refers to the polarisation; note: potency is the fitted concentration of half-maximal effect; % of control where 0% means no effect; many of its hits are not listed in these tables
# MBNL1-CUG inh: inhibitors of human MBNL1 binding to CUG repeat RNA; 0.036% of 280,000 active; Q9NR56; Potency, µM (highest dose often 57.5 µM), for the others: at the highest dose activity change, negative = inhibition, hits mostly inhibitors; TR-FRET MBNL1-His/biotin-(CUG)12 binding, 665/545 ratio; active = well fitted inhibition curve with a large enough effect in the signal ratio, with a control signal flat, not every such curve was filed as active; inconclusive = small, poorly fitted or top-dose-only effect, or effect the other way, or a change in a side signal; inactive = no such curve, though single readings can be large or run the other way; the % refers to the signal ratio; note: potency is the fitted concentration of half-maximal effect; % is set by controls: 0 for no effect and ±100 for the full control effect
# Target sequence (Q9NR56 whole entry, looked up): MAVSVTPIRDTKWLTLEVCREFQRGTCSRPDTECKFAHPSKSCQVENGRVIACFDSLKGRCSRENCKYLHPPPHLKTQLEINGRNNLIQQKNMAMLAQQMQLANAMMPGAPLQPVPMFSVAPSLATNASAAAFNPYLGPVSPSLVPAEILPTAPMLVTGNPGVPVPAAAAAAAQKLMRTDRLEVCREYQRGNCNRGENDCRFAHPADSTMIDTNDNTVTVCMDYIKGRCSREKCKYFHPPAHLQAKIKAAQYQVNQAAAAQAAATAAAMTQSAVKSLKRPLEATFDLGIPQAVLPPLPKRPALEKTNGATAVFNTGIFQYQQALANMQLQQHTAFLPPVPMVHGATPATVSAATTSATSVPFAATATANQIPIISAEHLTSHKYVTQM
#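 Ratiometric TR-FRET (665 over 545 nm, excitation 340 nm) tracks disruption of MBNL1-His/biotin-(CUG)12 complex after 60 min at room temperature, with compounds at 92 nM to 58 uM final.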
# ELG1 DNA repair: ELG1-dependent DNA repair inhibition | HEK293T ELG1-luciferase reporter, luminescence, 16 h; DNA damage induced by 5-fluorouridine | Potency, µM (series often up to 46.1 µM), without a hit: at the top dose activity change, negative = inhibition, usual class: inhibitors | 2.3% of 330,000 active; note: potency is the fitted concentration of half-maximal effect; % is set by controls: 0 for no effect and ±100 for the full control effect; nearly all actives have a fitted effect of over 55% in size
#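 In this reporter screen, reduction of luminescence relative to DMSO vehicle indicated activity. Compounds and 5-fluorouridine were added together to 2,000 cells per well, incubated for 16 hr at 37 °C, then developed with ONE-Glo.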
# Mito fusion yeast: inhibitors of mitochondrial division or activators of mitochondrial fusion | S. cerevisiae fusion-defective mutant growth rescue, CellTiterGlo 48 h | Potency, µM (top dose mostly 46.1 µM), for the others: top-dose growth rescue (activation), hits mostly activators | 0.23% of 320,000 active;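 note: potency is the fitted concentration of half-maximal effect; % of control where 0% means no effect; nearly all actives have a fitted effect of over 45% in size; temperature-sensitive fusion mutants such as fzo1-1 at 37 °C on non-fermentable ethanol glycerol medium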
#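 Compounds are tested for their ability to restore growth of mitochondrial fusion-defective yeast strains at non-permissive 37C in YPEG medium over 48 hours. Viability is quantified by luciferase luminescence.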
# KCNH2 3.1 inh: blocks the human KCNH2 3.1 channel isoform; 0.95% of 340,000 active; activity change, % (tested at about 1.8 µM); U2OS KCNH2 3.1, thallium flux FluxOr; stronger effect = lower value; AID 720553;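 active = maximum activity change below -70%; inconclusive = maximum activity change from -70% to -50%; inactive = maximum activity change above -50%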;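 note: thallium influx rate constant from kinetic fluorescence after stimulation buffer; % is set by controls: 0 for no effect and ±100 for the full control effect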
#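 Normalized rate constant (relative to positive and negative DMSO controls) derived from a 2 min kinetic fluorescence read after stimulation; U2OS cells expressing the 3.1 isoform via virus at 1.77 x 10^8 /mL.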
# Rab9 promoter act: activators of Rab9 promoter; Huh7 Rab9 promoter-luciferase reporter, luminescence, 24 h; Potency, µM (highest dose often 9.22 µM), without a hit: top-dose activation, negative = inhibition, most hits filed as activators; 2.8% of 320,000 active; AID 485297; note: potency is the fitted concentration of half-maximal effect; % of control where 0% means no effect; nearly all actives have a fitted effect of over 60% in size
#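 Cell-based reporter: Huh7 stable for Rab9 promoter-driven luciferase, plated in reduced-serum medium with 10% FBS at 1500 cells/well, compound-treated 24 h at 37 °C, luminescence read after 10 min reagent.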
# Numbers without * were called inactive; ? = inconclusive; / = no result given; [ ] = remark or other dose. Unless noted, calls come from the whole dose curve; as a rule, active = well fitted curve in the direction sought with a large enough effect; inconclusive = small, poorly fitted or top-dose-only effect, or another doubt; inactive = no such curve, though single readings can be large; an effect the other way counts as inactive or inconclusive. This is a subset; rates above refer to the full screens.
1: O=C(Nc1ccccc1N1CCCC1)c1ccc([N+](=O)[O-])o1
2: Cc1ccc(Oc2ccccc2NC(=O)CSCC(=O)Nc2cc(C)on2)cc1
3: Cc1cccc(C(C)C)c1NC(=O)COC(=O)C1CC(=O)N(Cc2ccccc2)C1 (stereo unspecified)
4: CC(C)(C)NC(=O)C12CCC(C)(c3nc4ccccc4nc31)C2(C)C (stereo unspecified)
5: N/C(CN1CCCCC1)=N\S(=O)(=O)c1cc(Cl)cc(Cl)c1
6: CCNc1oc(COc2cccc(C)c2)nc1C#N
7: CC(C)(C)c1ccc(C(=O)Nc2cccc3c(=O)[nH][nH]c(=O)c23)cc1
8: COc1ccc(C(C#N)N2N=C(C)CC2(C)C)cc1 (stereo unspecified)
9: COc1cc(-c2[nH]ncc2CN2CCCC2c2nonc2C)cc(OC)c1OC (stereo unspecified)
10: COc1ccc(C2CC(C(F)(F)F)n3nc(C(=O)NCCN4CCOCC4)cc3N2)cc1 (stereo unspecified)

Compound	1	2	3	4	5	6	7	8	9	10
RORg inh	2µM*	/	/	?	-7.2%	26.4%[10 µM]	?	-8.1%	6.9%	-8.0%
NPC1 promoter act	-3.6%	-20.0%	7.3%	0.6%	-3.6%	21.1%	21.2%	1.5%	-11.0%	-1.3%
PKM2 activator	-5.3%	/	/	-5.7%	-2.5%	-1.3%	5.2%	-3.4%	-1.1%	6.5%
Gal4-VP16 FLuc	?	/	/	-0.3%	-4.9%	11.3%	3.55µM*	-1.0%	5.4%	-1.6%
FLuc modulator	3.4%	-0.2%	1.8%	1.2%	0.6%	?	0.849µM*	0.7%	-0.2%	-0.4%
Menin MLL FP TR	/	/	/	-12.3%	/	-1.8%	-0.4%	-1.3%	9.7%	-1.3%
MBNL1-CUG inh	?	/	/	-5.2%	-3.5%	-4.2%	?	3.6%	-4.2%	1.0%
ELG1 DNA repair	?	1.5%	-9.3%	-4.8%	-0.3%	?	?	6.6%	?	-2.2%
Mito fusion yeast	-9.5%	4.7%	-0.8%	6.1%	0.3%	4.9%	14.3%	0.5%	-11.8%	3.5%
KCNH2 3.1 inh	-4.6	-12.3	6.1	-3.2	4.0	3.7	29.6	10.1	8.0	20.0
Rab9 promoter act	5.7%	-19.6%	0.9%	-3.5%	-2.8%	?	?	15.4%	-4.4%	6.6%

# By substructure: the entries above with four or more nitrogen atoms.
9: COc1cc(-c2[nH]ncc2CN2CCCC2c2nonc2C)cc(OC)c1OC (stereo unspecified)
10: COc1ccc(C2CC(C(F)(F)F)n3nc(C(=O)NCCN4CCOCC4)cc3N2)cc1 (stereo unspecified)

Compound	9	10
RORg inh	6.9%	-8.0%
NPC1 promoter act	-11.0%	-1.3%
PKM2 activator	-1.1%	6.5%
Gal4-VP16 FLuc	5.4%	-1.6%
FLuc modulator	-0.2%	-0.4%
Menin MLL FP TR	9.7%	-1.3%
MBNL1-CUG inh	-4.2%	1.0%
ELG1 DNA repair	?	-2.2%
Mito fusion yeast	-11.8%	3.5%
KCNH2 3.1 inh	8.0	20.0
Rab9 promoter act	-4.4%	6.6%

# Compounds listed so far that have sulfur, in the order listed:
2: Cc1ccc(Oc2ccccc2NC(=O)CSCC(=O)Nc2cc(C)on2)cc1
5: N/C(CN1CCCCC1)=N\S(=O)(=O)c1cc(Cl)cc(Cl)c1

Compound	2	5
RORg inh	/	-7.2%
NPC1 promoter act	-20.0%	-3.6%
PKM2 activator	/	-2.5%
Gal4-VP16 FLuc	/	-4.9%
FLuc modulator	-0.2%	0.6%
Menin MLL FP TR	/	/
MBNL1-CUG inh	/	-3.5%
ELG1 DNA repair	1.5%	-0.3%
Mito fusion yeast	4.7%	0.3%
KCNH2 3.1 inh	-12.3	4.0
Rab9 promoter act	-19.6%	-2.8%

# Continued.
11: CCc1noc(C)c1C(=O)N1CCOCC1
12: c1coc(CNc2nc(-c3ccncc3)cs2)c1
13: COc1ccccc1N1CCN(C(C)C(=O)N2CC(C)OC(C)C2)CC1 (stereo unspecified)
14: CCCOc1ccc(/C=N/NC(=O)C(C)Sc2ccccn2)cc1OCC (stereo unspecified)
15: S=C(S)OC1CC2CC1C1CCCC21 (stereo unspecified)
16: Brc1ccc2c(c1)C(c1ccc(N3CCOCC3)cc1)=NNC(c1cccs1)=N2
17: Cc1c(CCOC(=O)C23CC4CC(CC(C)(C4)C2)C3)sc[n+]1CC(=O)c1ccccc1

Compound	11	12	13	14	15	16	17
RORg inh	-29.4%	?	1.4%	11.1%	/	?	12.9%
NPC1 promoter act	-4.7%	26.3%	1.8%	-1.3%	2.2%[46.1 µM]	0.5%	-5.1%
PKM2 activator	-13.9%	-11.0%	-0.7%	-2.6%	/	-2.0%	1.0%
Gal4-VP16 FLuc	2.4%[0.365 µM]	2.0%	2.0%	-5.4%	/	3.3%[0.365 µM]	-5.4%
FLuc modulator	0.6%	?	4.9%	3.8%	/	?	0.3%
Menin MLL FP TR	15.6%	2.5%	-14.9%	1.3%	6.2%	33.7%[activator]	?
MBNL1-CUG inh	-1.0%	?	-10.7%	/	/	2.3%	4.9%
ELG1 DNA repair	9.2%	?	4.1%	-18.6%	/	?	-8.4%
Mito fusion yeast	-3.9%	1.7%	-0.6%	-10.5%	18.4µM*	19.6%	-0.3%
KCNH2 3.1 inh	-2.0	1.9	-10.9	13.5	3.7	-5.5	-4.8
Rab9 promoter act	-4.4%	15.2%	3.5%	12.8%	0.0%[46.1 µM]	-0.2%	-1.6%

# Records above printed as active in RORg inh.
no.	Compound	RORg inh	NPC1 promoter act	PKM2 activator	Menin MLL FP TR	MBNL1-CUG inh	Rab9 promoter act
1	O=C(Nc1ccccc1N1CCCC1)c1ccc([N+](=O)[O-])o1	2µM*	-3.6%	-5.3%	/	?	5.7%

# Screen by screen, as entered above.
# Rab9 promoter act for nos. 8 to 12, in order: 15.4%, -4.4%, 6.6%, -4.4%, 15.2%
